PriA SSB inh: K. pneumoniae PriA-SSBct interaction inhibition; AlphaScreen SSBct-PriA binding, biotinylated peptide; inhibition, % at 33 µM; 430,000 compounds, 0.6% hits; AID 1272365; in the data active means inhibition mostly above about 37%, no sharp cut-off; inactive means mostly below about 20%;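 further: plate controls were negative control peptide for no effect and reference peptide for full effect; strong numbers were not always called active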
SARS 3CLpro inh: SARS-CoV 3CLpro protease inhibition | P0C6X7 | recombinant SARS-CoV 3CLpro, quenched FRET peptide cleavage | AID 1706 | 290,000 compounds, 0.14% hits | inhibition, % at 6 µM; in the data active means inhibition above about 12%
TcdB GH inh: inhibitors of Clostridioides difficile toxin B glycohydrolase | 350,000 compounds, 0.24% hits | TcdB glycohydrolase enzymatic assay, plate reader | P18177 | inhibition, % at 9.99 µM; in the data active means inhibition above about 10%
Anthrax LF inh2: blocks Bacillus anthracis lethal factor protease; AID 588501; 360,000 compounds, 0.12% hits; P15917; multiplex microsphere protease cleavage assay, LF; inhibition, % at 10 µM; further: plate controls were buffer without enzyme for full effect and enzyme alone for no effect
PfHsp40 yeast: rescue of PfHsp40-mediated yeast toxicity. growth rescue, % at 12.5 µM. 340,000 compounds, 0.68% hits. S. cerevisiae expressing PfHsp40, growth rescue, ATP luminescence; in the data active means growth rescue above about 28%, passing the limit was not always enough; inconclusive means no clear call, values can overlap the other calls;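 further: yeast W303a lacking pdr1 and pdr3 grown in galactose medium; growth measured after three days at 30 °C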
BoNT-A LC inh2: BoNT A light chain protease inhibition | multiplex microsphere protease substrate cleavage, flow cytometry | inhibition, % at 10 µM | 360,000 compounds, 0.17% hits | AID 588499; further: plate controls were buffer without enzyme for full effect and enzyme alone for no effect
BH1578 lux ind: induces V. cholerae light production without autoinducers; V. cholerae BH1578 lux reporter, luminescence, 6 h; activation, % at 18.7 µM; 350,000 compounds, 0.16% hits; AID 588436; in the data active means activation mostly above about 9.7%, no sharp cut-off; inconclusive means no clear call, values can overlap the other calls; inactive means mostly below about 3.7%; further: not every result past the cut was called active; inactives centre near 0; reference of the scale not given here
PrPC surface inh: reduces human prion protein on the cell surface; inhibition, % at 13.8 µM; P04156; cell surface PrPC, TR-FRET read-out; 370,000 compounds, 0.43% hits; in the data active means inhibition above about 24%; further: 0% = median of the test wells and 100% = reference compound wells
Y pestis TopoI: blocks Yersinia pestis topoisomerase I activity; Y. pestis Topo-I cleavage product accumulation, plate reader; activity, % at 10 µM; 360,000 compounds, 0.064% hits; AID 504884; in the data active means activity above about 50%, passing the limit was not always enough; inconclusive means no clear call, values can overlap the other calls; further: inactives centre near 2
An asterisk follows results filed as active; i = inactive; ? = inconclusive; / = not tested or not shown; & = joins results of further samples. Unless noted, no stated cut-off is given here; in the data, active means inhibition above about 30%; inconclusive means no clear call, values can overlap the other calls; inactive means below that. An excerpt; count on the stated rates, not on these rows.

item	compound	PriA SSB inh	Anthrax LF inh2	TcdB GH inh	PrPC surface inh	BH1578 lux ind	Y pestis TopoI	PfHsp40 yeast	BoNT-A LC inh2	SARS 3CLpro inh
1	CCOC(=O)C1=C(C)N(C[C@@H]2CC[C@@H](Cc3ccc(-c4ccccc4)cc3)O2)C(=O)NC1c1ccc(SCc2ccco2)c([N+](=O)[O-])c1 (stereo partly drawn)	3	-8	-0.8	4	i	-13	0.1	-0.2	/
2	COc1ccc(-c2nc3ccc([N+](=O)[O-])cc3o2)cc1	-2	0	/	0	-0.3	-3	1.7	-0.8	-4
3	Nc1nonc1C(=O)NCCNC(=O)c1ccc(Cl)cc1	2	3	0.5	0	-0.3	-1	0.1	-3.4	0
4	COc1ccc(C(=O)C2CC2)cc1	-4	1	1.6	-1	-7.1	7	-1.1	0.1	/
5	CC(=O)c1cccc(NC(=O)CCc2nnc3ccc(N4CCOCC4)nn23)c1	1	-4	2.0	-4	-0.4	0	-0.5	-1.2	-5
6	O=C1CC(c2ccccc2)NN1 (stereo not drawn)	7	-10	-2.3	3	i	2	-0.3	0.2	/
7	COc1ccc2c(CCNC(=O)CN3C(=O)c4ccccc4C3=O)c[nH]c2c1	6	0	0.6	0	-2.5	-3	-0.1	0.2	-3
8	CC1CCCCN1C(=O)c1ccc(NC(=O)c2ccccc2Cl)cc1 (stereo not drawn)	3	-2	0.7	5	i	-6	-0.3	-0.1	6
9	O=C(N/C(=C\c1ccccc1)C(=O)N1CCCCC1)c1ccc(Br)o1	-10	-1	1.0	-2	0.9	13	0.6	-4.1	0
10	Cc1ccc(N(CC(=O)NCC2CCCO2)C(=O)CCC(=O)Nc2ccccn2)cc1C (stereo not drawn)	-3	-1	/	5	i	21	-0.1	0.2	-3
11	O=C(c1cc(-n2cnnc2)ccc1Cl)N1CCN(c2nc(-c3ccccc3)cs2)CC1	12	0	/	9	3.0	6	0.8	-0.8	3
12	Cc1cc(CN2CCN(CC(=O)Nc3cc(Cl)ccc3-n3cncn3)CC2)no1	5	0	-5.0	-10	i	11	0.5	0.0	/
13	CN(C)c1nc(N2CCN(c3ccc(F)cc3)CC2)c(C#N)c(=O)o1	/	?	/	0	-0.7	3	0.2	?	6
14	Cc1cccc(OCC(=O)N(C)CCc2ccccn2)c1	-10	0	/	5	25*	0	0.4	0.2	4
15	Cc1cccc(C(=O)N2CCCC(CCC(=O)N3CCN(c4ccccn4)CC3)C2)c1C (stereo not drawn)	1	-3	-0.4	10	i	30	2.5	-1.9	4
16	Cc1cccc(OCc2nc(C#N)c(N3CCCC3)o2)c1	36	0	1.5	-6	-0.8	-7	3.4	0.0	7
17	CCCCCCC(=O)NN1CCN(C)CC1	-11	-2	/	-4	i	-2	-1.7	0.3	-3
18	CCCC[C@@H]1CNCCN1CCc1cccc(F)c1	4	-10	0.6	1	i	-5	-0.8	-1.0	/
19	COC(=O)c1cc(-c2ccc(Br)cc2)c2c(=O)n(C)c(=O)n(C)c2n1	-11	2	-2.3	3	-0.6	-1	-1.6	-2.1	-8
20	CN(C)c1ccc(N=c2sc3ccccc3n2C)cc1	91	-10	/	11	i	-16	?	-2.4	3
21	O=S(=O)(c1ccccc1)c1nc(-c2ccccc2)oc1N1CCCC1	-4	-6	1.2	-2	-2.8	2	-1.1	-0.5	-1
22	CCOc1ccc(NC(=O)N2CCN(CC)CC2)cc1	-14	-3	/	7	1.2	-2	-1.7	-0.6	3
23	Cc1ccc2nc(N3CCN(C(=O)CCC(=O)O)CC3)nc(-c3ccccc3)c2c1	-8	8	1.0	-1	i	8	2.1	-4.8	-4
24	O=S(=O)(c1cccc(C(F)(F)F)c1)N1CCN(C(=S)NCc2ccco2)CC1	6	-2	/	-6	-0.2	7	-1.0	-1.0	-2
25	Cc1c(Cl)c([N+](=O)[O-])nn1CC(=O)N1CCN(Cc2ccccc2)CC1	-2	-10	0.3	-8	-1.8	-14	8.2	-0.5	1

Further entries follow.
item	compound	PriA SSB inh	Anthrax LF inh2	TcdB GH inh	PrPC surface inh	BH1578 lux ind	Y pestis TopoI	PfHsp40 yeast	BoNT-A LC inh2	SARS 3CLpro inh
26	Cc1cc(C)c(C(=O)COC(=O)Cn2c(C)csc2=O)cc1C	-3	2	1.8	-9	i	15	-0.2	0.6	-1
27	COCCNC(=S)N(CCO)Cc1cc2cc3c(cc2[nH]c1=O)OCCO3	-1	8	1.0	1	0.3	-2	-0.7	-0.4	1
28	CCCN1C(=O)c2cc(C(=O)NC3CCCC3)ccc2C1O (stereo not drawn)	-2	-6	-0.9	3	-0.1	-8	-1.2	-0.2	1
29	Cc1cccc(C)c1NC(=O)NN1C(C)CCCC1C (stereo not drawn)	-11	-6	-1.5	-3	-0.4	11	0.1	0.6	3
30	Cc1nc(NS(=O)(=O)c2ccccc2)sc1NC(=O)Nc1ccc(Cl)cc1	4	-1	-1.7	1	i	-4	-0.1	-0.6	4
31	CCOC(=O)C1(Cc2ccccc2C)CCCN(C(=O)CN2CCCCC2=O)C1 (stereo not drawn)	10	-13	0.8	0	-0.3	2	-1.4	0.1	-1
32	CC(C)(C)C1CCc2c(C(=O)NNC(=O)CCCC(=O)O)csc2C1 (stereo not drawn)	-7	1	/	-3	-0.3	7	0.6	0.1	4
33	Cc1cc(C)n2nc(SCC(=O)N3CCC(C)CC3)nc2n1	-8	-2	0.5	-6	-0.8	-1	-2.2	-0.5	/
34	CC1(Cc2ccccc2Cl)C(=O)Nc2ccc(OC(F)(F)F)cc21 (stereo not drawn)	/	0	4.5	-3	-0.9	7	/	-0.3	/
35	CN(C(=O)Cn1c(Cl)nc2c1c(=O)n(C)c(=O)n2C)C1CCS(=O)(=O)C1 (stereo not drawn)	-10	-3	0.1	0	5.7	3	-0.3	0.0	/
36	CCOC(=O)c1[nH]c(C)c(/C(C)=N\O)c1C	/	-3	0.1	3	-0.3	-8	-0.7	-0.3	/
37	Cc1cc(C)c[n+](CC(=O)c2ccc(-c3ccccc3)cc2)c1	-6	0	-0.3	2	-0.3	11	0.8	0.0	8
38	COc1ccc(C(=O)NCC(=O)NCC(=O)OCc2ccc(Br)cc2)cc1	-8	-4	-0.9	-2	-0.4	0	0.8	-1.4	1
39	CC(C)c1nnc(NC(=O)CCC(=O)N2CCN(C3CCCCC3)CC2)s1	3	5	0.6	/	i	5	3.2	1.0	0
40	FCCCOc1ccc(/C=N/OCc2c(Cl)cccc2Cl)cc1	/	-2	/	3	-0.3	16	-1.2	-0.5	1
41	CC1CC(C)CN(C(=O)C2CCCN(S(=O)(=O)c3cccc4nonc34)C2)C1 (stereo not drawn)	-5	0	/	-6	i	-5	-1.0	0.7	3
42	CC(=O)Nc1ccccc1-c1cccc2nccn12	/	4	0.2	5	-0.2	-1	/	0.2	/
43	CC(C)(C)c1ccc(C(=O)C2CCCN(C(=O)C3CCOCC3)C2)cc1 (stereo not drawn)	-4	4	-2.0	7	-0.9	26	2.2	-0.9	-4
44	O=C1C(=Cc2cccs2)Oc2ccccc21	-2	9	1.9	13	i	3	0.3	3.0	/
45	COC(=O)[C@]1(C)N[C@H](CN(C)S(=O)(=O)c2ccc(F)cc2)[C@@H]2C(=O)N(C)C(=O)[C@@H]21	-9	-4	-1.2	-5	-6.7	5	-0.3	-0.6	/
46	c1csc(-c2nn3cnnc3c3ccccc23)c1	-7	-7	0.3	-7	-0.4	-14	2.5	0.0	0
47	CCOC(=O)CSc1nc2sc3c(c2c(=O)n1-c1ccc(C)cc1)CCN(C)C3	4	-4	1.6	-3	0.0	-3	0.0	12	0
48	COC(=O)CSc1nc2nc(C)c(Br)cc2[nH]1	-8	-12	/	-7	-0.3	0	-0.5	0.2	6
49	N#Cc1c(SCC(N)=O)nc2c(c1-c1ccncc1)CCCC2	-6	-5	0.6	-3	-2.8	-6	-2.1	-1.6	2
50	NCCCCCc1cn(CC(=O)NCCCCCCCCCCC(=O)N2CCNCC2)nn1	-13	-2	-0.1	-3	-0.6	?	-1.4	0.4	/

Next section.
item	compound	PriA SSB inh	Anthrax LF inh2	TcdB GH inh	PrPC surface inh	BH1578 lux ind	Y pestis TopoI	PfHsp40 yeast	BoNT-A LC inh2	SARS 3CLpro inh
51	CC(Cc1c[nH]c2ccccc12)C(=O)NCc1ccco1 (stereo not drawn)	13	17	-0.1	2	-1.5	1	-0.5	-0.4	-3
52	CCOc1ccc(Br)cc1CSC(=N)N	-47	-1	/	15	0.2	7	1.6	-0.5	-7
53	CCOc1cc(C(=O)Nc2nnc(S(=O)(=O)N3CCOCC3)s2)cc(OCC)c1OCC	-1	2	1.9	0	i	3	0.3	0.4	6
54	CCOC(=O)N1CCN(c2c(NCc3cccs3)c(=O)c2=O)CC1	-16	-4	1.7	-7	-0.1	3	-1.0	-0.2	2
55	Cc1onc(-c2ccccc2)c1C(=O)Nc1nnc(N2CCCCCC2)s1	11	-13	-0.9	-2	-0.5	18	0.0	0.6	3
56	COc1ccc(OC)c(N/C(C)=C/C(=O)c2ccccc2)c1	/	-1	/	7	-0.3	13	-1.1	-0.9	-8
57	CC(=O)NC1C(OCc2ccccc2)OC(COC(C)=O)C(OC(C)=O)C1OC(C)=O (stereo not drawn)	6	-2	1.1	4	-6.2	-2	0.2&-1.3	0.0	-3
58	Cc1onc(-c2ccccc2Cl)c1C(=O)Nc1ccc(S(=O)(=O)Nc2nccs2)cc1	7	-2	-0.3	-3	-0.4	-2	0.4	-0.5	1
59	CCOC(=O)C1CCCN(C(=O)c2ccc([N+](=O)[O-])cc2)C1 (stereo not drawn)	-2	0	/	-9	-0.2	4	-0.9	-0.4	-3
60	CC(=O)Nc1cccc(-c2cc(NC(C)=O)c3ncc(-c4ccc(C(C)=O)cc4)n3c2)c1	/	3	-0.2	-3	-0.3	44	/	0.4	/
61	COc1ccc(-c2nnc(SCC(=O)NCCC(C)C)nc2-c2ccc(OC)c(OC)c2)cc1OC	8	-3	-0.8	-26	-7.7	5	-0.3	4.2	2
62	CCN=C1SCC(=O)N1c1ccc(OC)cc1	-14	-24	/	0	-0.2	-3	-0.3	0.2	0
63	CC(=O)Nc1ccc(SCC(=O)Nc2sccc2C#N)cc1	-17	1	0.5	6	1.4	-12	0.1	-0.3	-2
64	CC(C)(C)NC(=O)CN(C(=O)CS(=O)CC(=O)Nc1ccc(F)cc1)c1ccccc1F (stereo not drawn)	-2	-4	-0.4	4	-0.3	-4	-0.9	1.3	1
65	CC(C)(C)NC(=O)NC(=O)COC(=O)c1cccc(S(=O)(=O)N2CCCCC2)c1	4	0	/	-1	-0.1	35	-0.3	0.1	0
